# Screens from PubChem.
# GPR35 antagonists: inhibition of zaprinast-stimulated GPR35 beta-arrestin translocation – imaging, U2OS, beta-arrestin-GFP, zaprinast agonist, primary screen (AID 2058); 290,000 tested, 0.052% active; one-dose inhibition, % at 10 µM; IC50 in µM for titrated hits; U2OS GPR35 beta-arrestin-GFP translocation imaging, zaprinast antagonism; higher % means a stronger effect;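 active means inhibition of at least 50% with at least 30 cells and total cytoplasm GFP at most 10,000,000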
# NOD1 inhibition: inhibition of NOD1-driven NF-kB reporter – cell-based, luminescence, uHTS, primary screen (AID 1578); NOD1-driven NF-kB luciferase reporter cells, luminescence; higher % means a stronger effect; 290,000 tested, 1% active; inhibition, % at 4 µM; hits with a dose series show EC50 in µM; in the data active means inhibition mostly above about 36%, no sharp cut-off; inactive means mostly below about 34%;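 further: HEK-293T reporter cells stimulated with the NOD1 agonist gamma-tri-DAP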
# KOR beta-arrestin-1: KOR antagonists, beta-arrestin recruitment, cell-based, luminescence, uHTS (AID 1778); 290,000 tested, 0.091% active; KOR beta-arrestin recruitment, luminescence, antagonist mode; higher % means a stronger effect; inhibition, % at 10 µM; hits with a dose series show IC50 in µM; in the data active means inhibition above about 50%; further: strong numbers were not always called active
# KOR beta-arrestin-2: KOR agonists, beta-arrestin recruitment, primary screen, cell-based, luminescence, uHTS (AID 1777); KOR beta-arrestin recruitment, luminescence; higher % means a stronger effect; one-dose activation, % at 10 µM; EC50 in µM for titrated hits; 280,000 tested, 0.02% active; in the data active means activation above about 50%, passing the limit was not always enough; further: a part of the inactive calls stands beside numbers as strong as those of hits
# Siah-1 displacement: blockers of Siah-1 interaction with plectin peptide – biochemical, fluorescence polarization, rhodamine-plectin, uHTS, primary screen (AID 1817); Siah-1 / rhodamine-plectin peptide fluorescence polarization; higher % means a stronger effect; displacement, % at 20 µM, or IC50 in µM where a hit was titrated; 290,000 tested, 0.02% active;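 active means displacement of at least 50% at 20 µM, with a fluorescence ratio check between 0.3 and a set limit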;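 further: plate controls were Siah plus tracer with DMSO for no effect and tracer alone without Siah for full effect; strong numbers were not always called active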
# GPR55 LPI antagonism: inhibition of LPI-stimulated GPR55 beta-arrestin translocation – imaging, U2OS, beta-arrestin-GFP, LPI agonist, primary screen (AID 2013). one-dose inhibition, % at 10 µM; IC50 in µM for titrated hits. U2OS GPR55 beta-arrestin-GFP translocation imaging, LPI antagonism; higher % means a stronger effect. 290,000 tested, 0.13% active;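 active means spots per cell inhibited over 60%, with over 100 cells counted and total cytoplasm intensity under 500,000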;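 further: U2OS cells stably carrying GPR55 and arrestin-GFP stimulated by 5 µM LPI near EC80; imaged beta-arrestin-GFP aggregate spots per cell after agonist stimulation; plate controls were LPI-stimulated DMSO wells for no effect and DMSO wells without LPI for full effect; some results filed as inactive read as strong as hits; confirmed hits need IC50 under 10 µM and bright autofluorescent wells are also inconclusive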
# AID2073: inhibitors of Mint1-CaV2.2 protein interaction, biochemical, HTRF (AID 2073). HTRF protein-protein interaction, Mint1-CaV2.2; higher % means a stronger effect. one-dose inhibition, % at 20 µM; IC50 in µM for titrated hits. 290,000 tested, 0.19% active; in the data active means inhibition mostly above about 51%, no sharp cut-off; further: some results filed as inactive read as strong as hits
# GPR55 activation: selective activators of receptor GPR55 – imaging, U2OS cells, beta-arrestin-GFP redistribution, primary screen (AID 1961); U2OS GPR55 beta-arrestin-GFP redistribution imaging; higher % means a stronger effect; activation, % at 10 µM; hits with a dose series show EC50 in µM; 290,000 tested, 0.048% active;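 active means activation above 40% with more than 50 cells counted in the well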;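 further: U2OS osteosarcoma cells stably expressing GPR55 and beta-arrestin-GFP; plate controls were DMSO negative control for no effect and LPI positive control for full effect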
# HIV peptide binding: inhibitors of HIV fusion peptide binding, primary screen, biochemical, uHTS, fluorescence dequenching (AID 1986); cell-free peptide binding, fluorescence dequenching, 30 min; higher % means a stronger effect; inhibition, % at 20 µM; hits with a dose series show IC50 in µM; 290,000 tested, 0.3% active; in the data active means inhibition mostly above about 52%, no sharp cut-off; inactive means mostly below about 76%; further: some results filed as inactive read as strong as hits
# * hit, by the source's call; . = no result given; [ ] = dose if it differs, or a comment. Not all compounds are listed, so the mix of outcomes need not match the whole.
SMILES,GPR35 antagonists,NOD1 inhibition,KOR beta-arrestin-1,KOR beta-arrestin-2,Siah-1 displacement,GPR55 LPI antagonism,AID2073,GPR55 activation,HIV peptide binding
COc1cc(/C=N/NC(=O)c2cccc3ccccc23)cc(OC)c1O,9%,-30%,8%,0.3%,0%,17%,4%,0.5%,-3.6%
COc1ccc(-c2csc(NC(=O)Cn3nc(C)cc3C)n2)cc1,1%,19%,18%,0.1%,-1%,-2%,-5%,-0.1%,0.1%
Cc1c(C(=O)NCc2ccccc2)oc2c1C(=O)CCC2,-4%,-45%,32%,-6.8%,3%,-3%,3%,0.6%,-0.6%
Cc1n[nH]c(C)c1CS(=O)(=O)c1ccccc1,-1%,-34%,-19%,9.6%,0%,-1%,2%,0.0%,1.0%
O=[N+]([O-])c1ccc(/C=C/c2ccncc2)cc1,10%,-5%,21%,1.2%,-2%,9%,7%,0.0%,-0.9%
CCn1c(SCC(=O)Nc2cccc(C)n2)nc2c1c(=O)n(C)c(=O)n2C,19%,-9%,-2%[20 µM],.,-3%,2%,3%,-0.2%,-0.9%
N#Cc1ccc(NC(=O)Cn2c3[n+](c4ccc(C(F)(F)F)cc42)CCCCC3)cc1,-14%,-14%,.,.,-5%,-1%,1%,0.1%,-1.9%
NS(=O)(=O)c1ccc(CNS(=O)(=O)c2ccc3ccccc3c2)cc1,-4%,-34%,3%,-0.2%,14%,0%,6%,-0.1%,1.8%
O=C(Nc1ccccc1F)c1ccc([N+](=O)[O-])s1,-18%,-2%,-30%,-1.3%,0%,5%,4%,-0.3%,-2.0%
C=CCc1cccc(CNn2cnnc2)c1O,3%,-24%,-60%[20 µM],2.4%,-4%,5%,9%,-0.3%,-1.3%
COc1ccc(/C=C\C(=O)NCc2ccc3[nH]c(C)cc3c2)cc1OC,-1%,-6%,-8%,0.6%,-7%,0%,3%,0.2%,-2.8%
NC(=O)N=Nc1c(O)[nH]c2c(Br)cc(Br)cc12,-4%,-44%,-8%,-3.6%,1%,-2%,-8%,-0.2%,-0.2%
COc1ccc(-n2c(-c3ccccc3)cc3c2CCCC3=O)cc1,-1%,10%,-4%,-4.1%,-4%,-8%,12%,-0.2%,21%
CC1CCc2sc3c(c2C1)c(=O)n(CC(=O)O)c(=O)n3Cc1ccc(Cl)cc1 (configuration not stated),13%,-4%,-25%,-1.9%,2%,-1%,1%,-0.1%,17%
O=C(NCc1ccc(F)cc1)C1(c2cccs2)CCOCC1,-4%,-18%,11%,-0.8%,1%,13%,43%,-0.3%,2.2%
Fc1cccc(/C=N/Nc2nc3ccccc3[nH]2)c1,-7%,-53%,-1%,0.7%,5%,0%,2%,-0.7%,-2.2%
O=C(N/N=C/c1ccccc1Cl)c1[nH]c2ccc(Br)cc2c1-c1ccccc1,-1%,-12%,-78%,-0.2%,2%,-20%,13%,-0.2%,2.0%
COc1ccc(N2CCN(C(CNC(=O)C3CCCCC3)c3cccnc3)CC2)cc1 (configuration not stated),-12%,9%,-9%,5.5%,0%,-5%,-5%,0.2%,-2.1%
CCOC(=O)c1c(C)[nH]c2cc(Br)c(O)cc12,-4%,-59%,-24%,7.8%,-1%,-22%,-2%,-0.2%,-0.6%
Cc1cc(C)cc(NC(=O)Nc2cc(S(=O)(=O)N(C)C)ccc2C)c1,-2%,-14%,-15%,1.6%,-5%,6%,3%,0.0%,-0.6%
ClCc1ncc(-c2ccc(Cl)cc2)o1,-1%,27%,14%,-3.7%,0%,17%,0%,-0.1%,-0.7%
O=C1/C(=C/c2ccc(Br)cc2)Oc2cc(O)ccc21,-2%,-6%,18%,-3.3%,2%,-8%,40%,0.0%,16%
CC(=O)Nc1ccc(NC(=S)NC(=O)C2CCCC2)cc1,-6%,-15%,5%,-2.5%,-5%,-1%,-14%,0.0%,-0.9%
C[C@@H]1CN(c2c(F)c(N)c3c(=O)c(C(=O)O)cn(C4CC4)c3c2F)C[C@H](C)N1,-12%,-2%,-3%,1.0%,-1%,6%,1%,-0.2%,-0.4%
Cc1nc(N2CCC(C)CC2)c2c(C)c(C(=O)Nc3ccc(C(F)(F)F)cc3)sc2n1,25%,23%,-70%,5.4%,2%,14%,23%,-0.4%,2.0%
Cc1nc2c(c(C)nn2-c2ccccc2)c(C)c1CCC(=O)Nc1ccc(CN2CCCC2)cc1,12%,6%,22%,-3.5%,7%,-16%,1%,0.3%,-1.2%
Cc1ccc(OCC(=O)N2c3ccccc3NC(=O)C2(C)C)c([N+](=O)[O-])n1,0%,-20%,-14%,-3.2%,-3%,7%,3%,-0.3%,-2.7%
O=C(NCc1ccc2c(c1)OCO2)c1cnc2n(c1=O)CCS2,-12%,-5%,13%,-8.9%,0%,-11%,-8%,-0.1%,0.4%
COc1ccccc1OCC(O)Cn1c(=N)n(Cc2ccccc2)c2ccccc21 (configuration not stated),-13%,-2%,-62%,8.1%,-4%,12%,4%,-0.1%,-1.1%
CN(/N=C/c1cc(Cl)cc(Cl)c1O)c1c(Cl)cccc1[N+](=O)[O-],3%,8%,-6%,-2.3%,-6%,8%,0%,0.2%,-2.9%
C=C(C)COc1ccc(-c2nc(N)ncc2-c2ccc(OC)c(OC)c2)c(O)c1,-3%,-9%,-5%,5.4%,2%,-2%,13%,-0.2%,1.2%
CC(=O)N1CCc2cc(S(=O)(=O)NCCC(=O)NC3CCCCCC3)ccc21,-27%,-1%,25%,4.6%,8%,6%,11%,-0.1%,-0.2%
Cc1cccc(Cn2c(=O)n(-c3ccc(CC(=O)NCc4ccco4)cc3)c(=O)c3sccc32)c1,-6%,8%,-14%,0.0%,0%,-8%,4%,-0.1%,0.8%
COCCOCC(O)CN1CCN(c2ccc(C)cc2)CC1 (configuration not stated),-6%,2%,-16%,-9.5%,2%,4%,11%,-0.2%,-1.4%
COc1cccc(OC)c1C(=O)NC(=S)Nc1ccc(S(=O)(=O)Nc2nccs2)cc1,1%,-15%,-4%[20 µM],-5.4%,3%,15%,2%,-0.1%,10%
CCN(CC)CC(O)COc1ccccc1C(=O)CCc1ccccc1 (configuration not stated),-4%,-27%,11%,8.5%,-4%,-6%,1%,0.3%,-1.9%
O=C1NC(=O)C(CC(=O)N(Cc2cccs2)C2(C(=O)NC3CCCCC3)CCCCC2)N1 (configuration not stated),1%,-22%,15%,-4.2%,5%,16%,-2%,-0.4%,-1.1%
CCOc1cc(/C=N/NC(=O)CSc2cccc3cccnc23)ccc1O,-11%,-32%,1%,-5.9%,1%,-8%,4%,-0.3%,-2.7%
O=C(COC(=O)c1cn(-c2ccccc2)nc1-c1cccnc1)NC1CC1,4%,-20%,-3%,-4.4%,6%,-5%,1%,0.2%,1.2%
CCOC(=O)COc1cccc2c(=O)n(CC(=O)N3CCN(C(=O)OCC)CC3)ccc12,6%,-18%,18%,7.6%,5%,4%,12%,0.4%,-0.3%
COC(=O)c1ccccc1NC(=O)Cn1c(=O)n(CCC(=O)NC2CCN(Cc3ccccc3)CC2)c(=O)c2ccccc21,14%,-13%,15%,0.2%,-4%,7%,6%,-0.1%,0.9%
Cc1cccc(-n2c(CCn3nc(C)c([N+](=O)[O-])c3C)n[nH]c2=S)c1,-11%,9%,-25%,2.4%,-3%,2%,-6%,0.0%,0.5%
O=C(CN1C(=O)C2C3C=CC(C4CC34)C2C1=O)Oc1ccccc1 (configuration not stated),6%,-20%,-28%[20 µM],-2.5%,4%,-14%,-2%,-0.1%,-1.9%
CN(C)N=Nc1ccc(S(=O)(=O)/N=C(\O)c2ccccc2)cc1,2%,-21%,-34%,-1.6%,12%,-14%,-7%,0.2%,1.7%
O=C(Oc1ccccc1Cl)c1ccc(N2CCOCC2)c([N+](=O)[O-])c1,-2%,-12%,26%,-4.6%,-7%,-13%,-6%,0.2%,0.3%
Cc1n[nH]c(C)c1S(=O)(=O)N1CCCC(C(=O)NCC2COc3ccccc3O2)C1 (configuration not stated),-3%,-20%,16%,-3.8%,-1%,-1%,-5%,0.3%,0.3%
O=c1c(-c2ccc3c(c2)OCCO3)c(C(F)(F)F)oc2cc(O)cc(O)c12,-15%,13%,14%,0.0%,13%,7%,-6%,-0.5%,7.6%
COC(=O)c1sccc1NC(=O)c1c(-c2ccccc2)noc1C,11%,8%,-31%,4.0%,-4%,-18%,10%,1.0%,-0.1%
CSc1ccc(C(=O)C2CCCN(C(=O)c3cc4cc(F)ccc4[nH]3)C2)cc1 (configuration not stated),6%,5%,-22%,2.2%,11%,11%,14%,0.2%,-0.3%
COCCSc1ccccc1C(=O)NCc1ccco1,4%,12%,-7%,1.1%,4%,7%,-6%,0.1%,-3.9%

# Carrying on.
SMILES,GPR35 antagonists,NOD1 inhibition,KOR beta-arrestin-1,KOR beta-arrestin-2,Siah-1 displacement,GPR55 LPI antagonism,AID2073,GPR55 activation,HIV peptide binding
COc1ccc(CNC(=O)CSc2nnnn2Cc2ccccc2)cc1,2%,3%,-2%,-1.1%,0%,-2%,-13%,0.6%,2.1%
COc1ccccc1NC(=O)C(=O)N/N=C(\C)CC(=O)Nc1ccc(OCc2ccccc2)cc1,-10%,2%,2%,6.2%,1%,9%,-3%,0.1%,1.6%
Cc1cc(C)nc(SCC(=O)NC2=NC(=O)C(C)S2)n1 (configuration not stated),2%,-29%,23%,-4.3%,0%,6%,5%,-0.2%,2.2%
CC1CCN(C(=O)c2ccc(S(=O)(=O)N3CCOCC3)cc2)CC1,9%,4%,-14%,-2.0%,12%,13%,-4%,-0.2%,0.6%
CN1CCN(C2CC(=O)N(CCc3ccccc3)C2=O)CC1 (configuration not stated),7%,-8%,10%,7.7%,2%,-13%,1%,0.4%,0.0%
Cc1ccc(Nc2nc(COC(=O)COc3ccc(C=O)cc3)cs2)cc1,-13%,-28%,27%,-1.6%,0%,9%,-18%,0.2%,7.1%
Cc1c(S(=O)(=O)N2CCOCC2)c(=O)n(C)c(=O)n1C,8%,-3%,8%,0.6%,7%,2%,40%,-0.3%,1.8%
CCc1nnc(NC(=O)CSc2nnc(-c3c[nH]c4ccccc34)n2CC)s1,20%,-6%,-16%,1.4%,1%,18%,-1%,-0.1%,1.0%
O=C(COC(=O)Cc1c(F)cccc1Cl)NC(=O)c1ccccc1,-9%,-19%,-17%,3.1%,0%,-12%,-4%,0.3%,-0.6%
COc1ccc2oc(-c3cccc(NC(=O)CSc4ccc(Cl)cc4)c3)nc2c1,10%,-45%,26%,17%,8%,6%,18%,-0.1%,2.9%
